Assay outcomes (PubChem BioAssay)
SENP8 inh: human SENP8 protease inhibitors, primary screen, biochemical, fluorescence, Nedd8 protein substrate, uHTS. Sentrin-specific protease 8 (Homo sapiens), Q96LD8. recombinant SENP8. inhibition, % at 20 µM. 360,000 compounds, 0.64% hits; in the data active = inhibition mostly above about 40%, no sharp cut-off; inactive = mostly below about 27%
Target sequence (Q96LD8 whole entry, looked up): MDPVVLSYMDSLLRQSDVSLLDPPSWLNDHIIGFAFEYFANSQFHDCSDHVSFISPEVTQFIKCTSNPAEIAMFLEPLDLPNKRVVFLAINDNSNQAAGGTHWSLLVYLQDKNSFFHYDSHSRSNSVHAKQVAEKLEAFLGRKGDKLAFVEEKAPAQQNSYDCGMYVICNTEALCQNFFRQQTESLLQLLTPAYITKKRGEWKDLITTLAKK
ATG4B inh: ATG4B protease inhibitors, primary screen, biochemical, fluorescence, uHTS; Cysteine protease ATG4B (Homo sapiens), Q9Y4P1; ATG4B cleavage of LC3-PLA2, NBD-HPC fluorescence, 1 h; inhibition, % at 8.33 µM; 340,000 compounds, 0.51% hits; AID 504462, 2011; in the data active = inhibition above about 40%
Target sequence (Q9Y4P1 whole entry, looked up): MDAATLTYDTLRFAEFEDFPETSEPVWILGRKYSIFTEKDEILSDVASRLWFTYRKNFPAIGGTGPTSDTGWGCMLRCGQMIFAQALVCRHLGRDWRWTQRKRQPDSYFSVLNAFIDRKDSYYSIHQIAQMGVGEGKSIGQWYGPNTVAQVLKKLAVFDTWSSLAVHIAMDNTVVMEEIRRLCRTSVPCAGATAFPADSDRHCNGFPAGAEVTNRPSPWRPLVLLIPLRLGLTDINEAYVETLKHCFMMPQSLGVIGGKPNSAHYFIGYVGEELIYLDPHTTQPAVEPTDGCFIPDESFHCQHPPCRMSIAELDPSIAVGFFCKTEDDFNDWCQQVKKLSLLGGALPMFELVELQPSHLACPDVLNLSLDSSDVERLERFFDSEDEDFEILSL
PfG6PD inh: PfG6PD enzyme inhibitors, primary screen, biochemical, fluorescence intensity, uHTS. PfGluPho enzyme, NADPH resazurin-diaphorase fluorescence. inhibition, % at 20 µM. 350,000 compounds, 0.78% hits. AID 504690, 2011;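 active = inhibition reaching at least a set limit at 20 µM in the primary screen, cut at about 59% in these data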;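 note: 0% = DMSO wells with substrate and 100% = DMSO wells lacking glucose-6-phosphate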
SENP7 block: SENP7 protease inhibitors, primary screen, biochemical, luminescence, uHTS. inhibition, % at 5 µM. recombinant SENP7, Z-RLRGG-aminoluciferin luminescence, 40 min. 330,000 compounds, 1.5% hits. AID 434973, 2010;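 active = inhibition above about 50% at the single test dose, limit read from the data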;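 note: plate controls were DMSO with enzyme for no effect and no enzyme buffer wells for full effect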
SENP6 block: SENP6 protease inhibitors, primary screen, biochemical, luminescence, uHTS. Recombinant SENP6 catalytic domain, aminoluciferin luminescence. inhibition, % at 10 µM. 330,000 compounds, 1.8% hits;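 active = inhibition above about 50% at the single tested dose, limit read from the data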;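 note: plate controls were DMSO wells with enzyme for no effect and DMSO wells lacking enzyme for full effect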
Target sequence (Q9GZR1 628-1112 limits assumed): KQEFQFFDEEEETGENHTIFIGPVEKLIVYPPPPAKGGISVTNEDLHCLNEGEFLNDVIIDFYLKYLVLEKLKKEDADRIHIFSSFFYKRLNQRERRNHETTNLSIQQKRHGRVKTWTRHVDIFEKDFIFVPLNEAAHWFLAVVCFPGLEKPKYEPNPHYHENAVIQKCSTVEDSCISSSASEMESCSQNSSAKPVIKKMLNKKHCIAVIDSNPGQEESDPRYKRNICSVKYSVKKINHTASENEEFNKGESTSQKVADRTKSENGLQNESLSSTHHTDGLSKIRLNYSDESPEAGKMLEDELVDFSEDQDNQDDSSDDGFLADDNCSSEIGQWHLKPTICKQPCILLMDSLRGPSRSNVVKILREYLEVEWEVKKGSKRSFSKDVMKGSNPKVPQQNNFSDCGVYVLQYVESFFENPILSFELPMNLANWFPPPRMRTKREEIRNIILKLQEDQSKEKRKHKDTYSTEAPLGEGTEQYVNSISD
NR3A LBD binder: binders of NR3A ligand-binding domain, primary screen, biophysical, differential scanning fluorimetry, uHTS; 340,000 compounds, 2.5% hits; Glutamate receptor ionotropic, NMDA 3A (GRIN3A) ligand-binding domain; AID 1259313, 2017; Tm shift relative to glycine control, % at 25 µM; NR3A LBD differential scanning fluorimetry, Tm shift; 0% = protein alone, 100% = glycine-bound protein;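 active = melting temperature shift of at least 10% of the positive control shift, at one fixed dose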
MPTP block: mitochondrial permeability transition pore inhibitors, primary screen, biochemical, isolated mouse mitochondria, absorbance. AID 602449, 2012. Ca2+ swelling absorbance, 30 min. inhibition, % at 10 µM. 360,000 compounds, 1.4% hits;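 active = inhibition of 50% or more, scaled per plate between neutral and stimulator controls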;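 note: 0% = DMSO wells given calcium and 100% = 1 mM EGTA wells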
HKDC1 inh: HKDC1 hexokinase inhibitors, primary screen, biochemical, fluorescence, uHTS | Q2TB90 | recombinant HKDC1, G6PDH/diaphorase resazurin coupled fluorescence | inhibition, % at 20 µM | 340,000 compounds, 0.16% hits | AID 493160, 2011;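 active = inhibition above about 35% when tested at 20 µM, limit read from the data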;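 note: plate controls were DMSO wells with enzyme for no effect and DMSO wells lacking enzyme for full effect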
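test system = in-house recombinant HK5 (HKDC1) enzyme | amount = HKDC1 at 5 µg/mL | control set = DMSO-enzyme wells negative, buffer-substituted wells positive | compound = one dose of 20 µM, 1% DMSO | schedule = reaction time 90 min, room temperature, protected from light | technique = resorufin fluorescence at 613 nm | reagent = glucose with 1 mM ATP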
Numbers without * were called inactive; . = not tested or not shown.

SMILES	SENP8 inh	ATG4B inh	PfG6PD inh	SENP7 block	SENP6 block	NR3A LBD binder	MPTP block	HKDC1 inh
Cc1noc(C)c1COc1ccc(C(=O)OC(C)C(=O)Nc2ccc(S(=O)(=O)N3CCOCC3)cc2)cc1 (stereo unspecified)	8.5	-9.3	16.6	-4.3	0.8	2.5	-0.4	-1.5
O=C(O)c1cc2c(cc1Br)OCCCO2	12.7	0.9	6.5	-3.6	4.0	-2.4	-0.6	-6.0
COc1ccc(-c2c[n+]3c(n2-c2ccccc2)SCC3)cc1OC	19.1	-8.6	-1.9	1.9	-25.3	0.0	1.5	-7.6
COCCNC(=O)c1ccccc1NC(=O)Cc1ccccc1	-16.0	-6.4	-13.4	7.4	1.7	1.7	-1.0	6.8
O=C(NCc1ccccc1)c1onc(CSc2ccc(F)cc2)c1C(=O)NCc1ccccc1	16.5	-5.9	4.5	-2.0	-2.7	-9.0	-0.4	4.2
COc1ccc(NC2CCCN(Cc3cccc4cnccc34)C2)cc1 (stereo unspecified)	22.7	11.4	9.8	-1.8	15.2	-4.0	1.5	12.6
CC(C)(C)OC(=O)CC1(C#N)c2ccccc2C(Br)=CN1C(=O)c1ccccc1 (stereo unspecified)	6.0	-11.5	18.9	0.7	-1.1	-0.9	-0.8	0.5
CC(O)(C#CCN1CCCCCC1)c1ccccc1 (stereo unspecified)	11.0	-2.3	-4.7	4.9	-10.8	-1.7	-2.6	-13.3
COc1ccc(N2C(=O)CC(Sc3n[nH]c(-c4ccc(C)cc4)n3)C2=O)cc1 (stereo unspecified)	16.4	-15.8	17.2	-13.5	-11.0	-0.1	1.7	-8.3
Cn1c(SCC(=O)Nc2ccc(F)cc2)nnc1C1CC1	6.6	0.5	3.4	-2.0	-0.1	1.2	1.0	-6.1
CCOC(=O)COc1ccc(S(=O)(=O)Nc2ccc3c(c2)OCCO3)cc1	10.3	-2.9	-3.9	13.7	-27.3	0.3	7.0	4.7
Nc1ccc(S(=O)(=O)N2CCCC2)cc1	1.9	-4.9	-3.1	-8.6	7.9	-5.2	-0.7	-6.3
CCc1nnc(NS(=O)(=O)c2ccc(N/C=C\C(=O)c3ccc(C)cc3)cc2)s1	-340.2	-0.7	-23.8	8.9	5.9	-8.3	-1.4	9.1
CCOC(=O)C1=C(C)NC(=NC)SC1c1ccccc1 (stereo unspecified)	15.2	0.9	14.9	-3.7	-12.1	0.3	-1.1	-9.8
Cc1ccc(/C=N/N2CCN(c3ccccc3)CC2)cc1	13.1	-6.3	14.2	1.9	-11.4	-1.2	0.5	-4.2
Cc1ccc(Nc2cc(=O)n(C3CCCCC3)c(=O)[nH]2)cc1C	26.5	49.4*	16.3	-1.5	-12.2	-4.3	-1.4	0.7
Cc1cccc(C)c1NC(=O)CCS(=O)(=O)c1cccc2nonc12	0.0	-16.5	2.6	5.3	-5.5	-3.0	0.9	-3.5
CCCCc1nc(C(N)=O)c2[nH]c(=O)n(-c3ccc(OCC)cc3)c2n1	-23.4	-1.4	10.2	-5.5	15.6	3.1	-1.9	-1.9
CN(Cc1ccccc1)C(=O)c1ccc(NC(=O)Cc2cccc(NC(=O)C3CCCN(C(=O)C4CCCC4)C3)c2)cc1 (stereo unspecified)	8.8	-0.8	-10.1	-1.2	-9.6	0.5	0.7	-3.3
Cc1nnc(SCc2ccccc2)n1N	16.5	-0.1	-3.0	3.5	-11.9	-1.4	-1.9	-3.1
Cc1ccc(F)cc1NC(=O)N1CCCN(c2ccc(C(F)(F)F)cn2)CC1	-8.6	0.1	14.9	-0.7	-4.3	0.5	3.0	-1.6
Cc1ccc(NC(=O)Cc2c(F)cccc2Cl)cc1S(=O)(=O)N1CCOCC1	-5.7	-7.8	7.5	-7.3	0.8	0.9	0.6	-5.2
CC(=O)NCCn1c(SCc2ccc(C)cc2C)nc2ccccc2c1=O	6.0	-3.8	21.7	1.1	5.4	-4.1	3.0	-1.9
Cn1c(CC(=O)Nc2ccc(F)cc2)nnc1SCC(=O)NC1CCCCC1	9.7	-4.2	-11.3	8.5	-6.2	-2.0	-0.6	0.1
Cc1cccc(-c2noc(CN(C)C(=O)c3ccco3)n2)c1	2.2	-13.4	1.0	-1.4	-3.3	1.4	-3.0	0.3

The listing continues.
SMILES	SENP8 inh	ATG4B inh	PfG6PD inh	SENP7 block	SENP6 block	NR3A LBD binder	MPTP block	HKDC1 inh
CC(=O)N/C(=C\c1ccccc1)C(=O)OCc1cc(C)ccc1C	1.9	9.2	9.7	-7.8	2.0	-0.2	0.4	-3.0
NC(=O)CSc1n[nH]c(=O)n1CCc1ccccc1	10.1	-7.8	2.8	-0.1	-4.6	-0.4	-0.6	-5.6
COc1ccc(C(=O)Nc2cccnc2)cc1OC	21.8	-3.5	-5.6	-0.1	19.0	1.4	-3.2	0.3
Cc1cc(N)n(Cc2ccc(Cl)cc2)n1	2.3	-4.1	18.1	4.9	7.8	0.2	-1.4	-35.3
CCN1CCN(S(=O)(=O)c2ccc(OC)c(Br)c2)CC1	21.0	4.1	7.1	-4.2	-4.8	1.1	0.8	-7.2
CCCCC[C@@H]1C=C(C(=O)O)[C@H](c2ccc(C)cc2)N1S(=O)(=O)c1ccc(C)cc1	2.0	-3.6	-6.7	4.9	5.1	-1.8	-0.5	10.1
O=[N+]([O-])c1ccccc1CNC1CCCc2ccccc21 (stereo unspecified)	9.3	5.9	-10.2	5.5	-14.6	-1.2	0.3	-3.3
CCOC(=O)CN1C(c2ccccc2O)Nc2ccc(Br)cc2C1c1ccccc1 (stereo unspecified)	11.3	4.2	20.5	5.2	14.8	3.7	6.2	9.6
CCCCC1CCC(C(=O)N2CCOCC2)CC1 (stereo unspecified)	6.7	-9.5	4.2	6.0	-6.4	-1.3	1.9	-9.9
COc1ccccc1/C=C(/CC(=O)NCc1ccccc1)c1nc2ccccc2s1	-137.6	30.2	7.8	-5.4	3.1	-2.8	1.4	-6.6
Cc1ccc(Cl)c(OCCCN(C)Cc2ccccc2)c1	10.2	-1.0	3.8	-3.3	-26.6	0.2	2.4	-4.2
Cc1ccc(CSc2nnc(C)c(=O)n2N)cc1	-1.3	6.5	0.3	-2.6	-20.2	1.1	3.8	12.1
O=C(Nc1ccc(F)cc1F)NC1CCCCCCC1	5.9	2.9	9.0	-8.3	-17.1	-0.8	-0.1	-5.3
O=C(Cc1ccc(-c2ccccc2)cc1)OCC(=O)N1CCCC1=O	4.7	12.6	1.1	2.8	-2.7	-2.7	-1.3	-1.7
CN(C)CCCN(C(=O)c1ccc(S(=O)(=O)N2CCc3ccccc32)cc1)c1nc2c(Cl)cccc2s1	15.7	1.8	-13.9	-5.4	-10.3	2.2	5.2	0.4
Cc1ccc2oc(=O)n(CC(=O)OCCC(C)C)c2c1	26.6	5.2	17.7	-5.9	-5.3	1.1	-0.9	-2.9
COc1cc(/C=N/NC(=O)c2cc(-c3cccc(OC(C)C)c3)nc3ccccc23)ccc1O	9.7	-12.6	40.1	9.2	-8.3	11.0*	3.5	5.9
Cc1[nH]c(=O)[nH]c(=O)c1NC(=O)CSc1ncccc1-c1nc2ccccc2[nH]1	-178.3	11.0	18.4	-5.8	-10.2	-0.2	-0.1	14.3
CC(C)C[C@H](NC(=O)c1[nH]cnc1C(=O)N[C@@H](C)C(=O)OC(C)(C)C)C(=O)OCc1ccccc1	16.0	-17.9	21.5	0.5	-2.9	-21.1	0.0	6.4
Cc1c(NC(=S)NC(=O)CCc2ccccc2)c(=O)n(-c2ccccc2)n1C	-5.1	6.8	-17.7	-7.2	-16.6	-3.1	0.3	11.1
Cc1ccc(CON=C2CCN(c3ncc(C(F)(F)F)cc3Cl)CC2)cc1	1.2	-2.2	10.2	-2.5	-3.0	-0.2	-1.0	-4.2
O=C(Oc1ccc(F)cc1C(=O)/C=C/c1cccs1)c1cccc([N+](=O)[O-])c1	27.4	12.7	-6.2	-9.3	-2.3	3.5	0.9	16.4
CCOCCCNC(=O)/C(C#N)=C/c1ccc(C(=O)OC)cc1	10.6	-2.1	5.1	0.0	-12.1	-1.0	-0.2	2.5
CC(=O)/C(=N\Nc1ccccc1Cl)Sc1nnc(-c2ccccc2)n1-c1ccccc1	7.2	3.5	10.9	8.0	-5.8	-6.5	-1.6	-4.6
CC(C)(C)OC(=O)N(CCc1ccccc1)Cc1ccccc1OCc1ccc(NC(=O)C2CCCC2)cc1	5.4	0.8	12.0	.	.	-1.9	0.5	-2.6

Some of the entries so far, in markdown.
| structure | SENP8 inh | ATG4B inh | PfG6PD inh | SENP7 block | SENP6 block | NR3A LBD binder | MPTP block | HKDC1 inh |
| --- | --- | --- | --- | --- | --- | --- | --- | --- |
| CC(=O)N/C(=C\c1ccccc1)C(=O)OCc1cc(C)ccc1C | 1.9 | 9.2 | 9.7 | -7.8 | 2.0 | -0.2 | 0.4 | -3.0 |
| Cc1ccc(CON=C2CCN(c3ncc(C(F)(F)F)cc3Cl)CC2)cc1 | 1.2 | -2.2 | 10.2 | -2.5 | -3.0 | -0.2 | -1.0 | -4.2 |

The main list resumes, starting three compounds before the break.
SMILES	SENP8 inh	ATG4B inh	PfG6PD inh	SENP7 block	SENP6 block	NR3A LBD binder	MPTP block	HKDC1 inh
CCOCCCNC(=O)/C(C#N)=C/c1ccc(C(=O)OC)cc1	10.6	-2.1	5.1	0.0	-12.1	-1.0	-0.2	2.5
CC(=O)/C(=N\Nc1ccccc1Cl)Sc1nnc(-c2ccccc2)n1-c1ccccc1	7.2	3.5	10.9	8.0	-5.8	-6.5	-1.6	-4.6
CC(C)(C)OC(=O)N(CCc1ccccc1)Cc1ccccc1OCc1ccc(NC(=O)C2CCCC2)cc1	5.4	0.8	12.0	.	.	-1.9	0.5	-2.6
CN(Cc1ccco1)C(=O)CN1C(=O)NC(c2ccccc2)(c2ccccc2)C1=O	2.8	-12.4	0.3	0.0	3.6	-2.5	-0.5	-7.8
CCN(CC)C(=O)CSc1nc(N)c(C(=O)Nc2ccc(OC)cc2)s1	4.5	-10.1	2.1	8.2	5.1	-4.2	-0.3	-5.0
Oc1ccc(C=NNc2nc3ccccc3s2)c(O)c1	-195.7	-7.8	25.0	.	.	37.6*	2.0	15.9
CCOc1ccc(N=CC2=C(O)CC(C)(C)CC2=O)cc1	-58.3	-3.5	19.1	-2.9	8.4	0.4	5.0	-1.6
CN(Cc1ccc(OC(F)F)cc1)C(=O)c1ccccc1Sc1ccccc1C#N	3.6	-2.5	2.8	0.0	-18.0	0.8	-0.2	2.0
Cc1oc(-c2ccccc2F)nc1CS(=O)(=O)CC(=O)NCc1ccccc1Cl	9.3	48.8*	11.4	0.0	5.3	4.2	-0.5	-1.2
CSCCC(=O)Nc1cc(S(=O)(=O)N2CCOCC2)ccc1N1CCN(C)CC1	4.8	-3.7	-6.5	0.9	-32.4	0.9	-0.6	-3.3
Cc1ccc(NC(=O)CN2C(=O)N/C(=C/c3ccc(C)s3)C2=O)cc1	-106.6	-3.0	-3.4	-0.6	-3.6	-3.4	2.7	-23.6
CC(=O)Nc1cccc(NC(=O)CSc2ncc(-c3ccc(Cl)cc3)n2Cc2ccco2)c1	30.6	-16.3	13.8	-25.9	-8.3	-3.5	1.2	-2.5
COc1ccc(C)cc1NC(=O)C(OC(=O)Cn1cnc2c1c(=O)n(C)c(=O)n2C)c1ccccc1 (stereo unspecified)	1.0	-5.9	13.9	-5.2	-8.7	0.4	-0.7	-1.8
O=C(Cc1ccc(Cl)cc1Cl)Nc1cccc(S(=O)(=O)Nc2ccccc2F)c1	16.8	-3.7	70.3*	1.4	1.3	25.6*	65.3*	-40.7
Cc1cccn2c(=O)nc(SCC(=O)N3CCOCC3)nc12	-70.1	-6.3	-3.9	1.3	1.0	0.8	-1.8	-1.9
NC(=O)c1ccc(N2CCN(c3ccccc3O)CC2)c([N+](=O)[O-])c1	17.7	33.2	-12.0	-6.8	4.9	-9.2	1.1	2.3
